# Compound activity deposited in PubChem by Broad Institute.
# T cruzi intra = intracellular Trypanosoma cruzi inhibition; AID 651903; intracellular Trypanosoma cruzi in host cells, plate reader; activity score (inhibition), % at 5.01 µM; actives 4.9% (n = 22,000); in the data active means activity score above about 55%;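 further: parasites and compound incubated about four days before reading; 0% = median of neutral control wells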
# INS-1E rescue = INS-1E beta cell protection from cytokine death; actives 0.1% (n = 20,000); AID 488910; protection from cytokine-induced ATP loss, % at 10 µM; INS-1E cytokine-induced death, ATP luminescence, 48 h; normalised: neutral wells 0, positive control 100;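 active means mean replicate protection from cytokine-induced ATP loss at least 50% and at least 75% of replicates each reaching 50%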
#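 Assay system – rat INS-1E insulinoma cell line · Quantity – 8000 cells per well · Buffer or medium – RPMI without phenol red, 5% FBS · Schedule – 48 h co-treatment, 10 min post-lysis read · Technique – luminescent ATP assay (CellTiter-Glo)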
# The depositor's hits bear a star; / = no result given. The list is partial. The share of hits here may be higher or lower than overall.
no.	compound	T cruzi intra	INS-1E rescue
1	C[C@H]1CN([C@@H](C)CO)C(=O)Cc2cc(N(C)C)ccc2O[C@@H]1CN(C)C(=O)NC1CCCCC1	-19	-3
2	C[C@@H]1CCCCO[C@H](CN(C)C)[C@@H](C)CN([C@H](C)CO)C(=O)c2cc(NC(=O)Nc3ccccc3)ccc2O1	0	7
3	CNC[C@@H]1Oc2c(NS(=O)(=O)c3cccs3)cccc2C(=O)N([C@H](C)CO)C[C@H]1C	-13	12
4	C[C@@H]1CN([C@H](C)CO)C(=O)c2cccc(NS(=O)(=O)c3ccc(Cl)cc3)c2O[C@@H]1CN(C)S(=O)(=O)c1ccc(F)cc1	0	5
5	COc1ccc(NC(=O)Nc2cccc3c2O[C@H](CN(C)S(=O)(=O)c2ccc(OC)cc2)[C@@H](C)CN([C@H](C)CO)C3=O)cc1	-11	2
6	C[C@H]1CN([C@@H](C)CO)C(=O)c2cccc(NC(=O)c3nc4ccccc4s3)c2O[C@H]1CN(C)C(=O)NC1CCCCC1	25	-4
7	C[C@H](CO)N1C[C@H](C)[C@@H](CN(C)C(=O)OCc2ccccc2)OCc2cn(nn2)CCCC1=O	-1	/
8	C[C@H]1CN([C@@H](C)CO)C(=O)c2cccc(NC(=O)C3CC3)c2O[C@@H]1CN(C)C(=O)Nc1cccc2ccccc12	-18	11
9	C[C@@H]1CN([C@H](C)CO)C(=O)c2cc(NS(=O)(=O)c3ccc(F)cc3)ccc2O[C@H]1CN(C)Cc1ccc(Cl)c(Cl)c1	7	-11
10	C[C@@H]1CN([C@@H](C)CO)C(=O)c2cccc(NS(=O)(=O)c3ccc(Cl)cc3)c2O[C@@H]1CN(C)Cc1ccc2c(c1)OCO2	6	9
11	C[C@@H]1CN([C@@H](C)CO)C(=O)c2cc(NC(=O)CCN3CCOCC3)ccc2O[C@H]1CN(C)C(=O)Nc1ccc(F)cc1	-21	3
12	COc1ccc(S(=O)(=O)Nc2ccc3c(c2)C(=O)N([C@H](C)CO)C[C@H](C)[C@H](CN(C)C)O3)cc1	-15	2
13	C[C@H](CO)N1C[C@H](C)[C@@H](CN(C)Cc2ccc(C(=O)O)cc2)Oc2c(NS(=O)(=O)c3cccs3)cccc2C1=O	-31	9
14	COc1ccc(S(=O)(=O)N(C)C[C@@H]2Oc3c(NC(=O)C4CC4)cccc3C(=O)N([C@H](C)CO)C[C@@H]2C)cc1	-20	3
15	C[C@@H]1CCCCO[C@H](CN(C)S(=O)(=O)c2ccccc2)[C@@H](C)CN([C@H](C)CO)C(=O)c2cc(NS(C)(=O)=O)ccc2O1	3	8
16	CC(C)NC(=O)N(C)C[C@@H]1OCCCC[C@@H](C)Oc2ccc(NS(=O)(=O)c3cn(C)cn3)cc2C(=O)N([C@H](C)CO)C[C@@H]1C	-13	8
17	C[C@@H]1CCCCO[C@H](CN(C)Cc2ccc(C(=O)O)cc2)[C@@H](C)CN([C@H](C)CO)C(=O)c2cc(NC(=O)Cc3ccccc3)ccc2O1	-2	3
18	C[C@@H]1CN([C@H](C)CO)C(=O)c2cc(N(C)C)ccc2O[C@H]1CN(C)S(=O)(=O)c1ccccc1	11	-5
19	Cc1ccc(S(=O)(=O)Nc2cccc3c2O[C@@H](CN(C)C(=O)Nc2c(C)noc2C)[C@@H](C)CN([C@H](C)CO)C3=O)cc1	1	14
20	Cc1cc(C(=O)Nc2cccc3c2O[C@@H](CN(C)C(=O)Nc2ccc4c(c2)OCO4)[C@H](C)CN([C@@H](C)CO)C3=O)n(C)n1	-5	4
21	C[C@H](CO)N1C[C@H](C)[C@H](CN(C)CC2CC2)Oc2c(cccc2N(C)C)C1=O	11	-3
22	C[C@@H]1CN([C@H](C)CO)C(=O)c2cc(NS(=O)(=O)c3cn(C)cn3)ccc2O[C@H]1CN(C)C	-15	-10
23	C[C@H]1CN([C@@H](C)CO)C(=O)c2cc(NC(=O)Nc3ccc(C(F)(F)F)cc3)ccc2O[C@@H]1CN(C)C(=O)Nc1ccc(C(F)(F)F)cc1	6	-23
24	C[C@@H]1CN([C@H](C)CO)C(=O)c2cccc(NC(=O)Nc3ccc4c(c3)OCO4)c2O[C@H]1CN(C)Cc1ccc(C(=O)Nc2ccccc2N)cc1	77*	10
25	COc1ccc(CN(C)C[C@H]2OCCCC[C@@H](C)Oc3ccc(NC(=O)CCC(F)(F)F)cc3C(=O)N([C@H](C)CO)C[C@@H]2C)cc1	-8	-3

# Entries from the list above with a halogen (six):
no.	compound	T cruzi intra	INS-1E rescue
4	C[C@@H]1CN([C@H](C)CO)C(=O)c2cccc(NS(=O)(=O)c3ccc(Cl)cc3)c2O[C@@H]1CN(C)S(=O)(=O)c1ccc(F)cc1	0	5
9	C[C@@H]1CN([C@H](C)CO)C(=O)c2cc(NS(=O)(=O)c3ccc(F)cc3)ccc2O[C@H]1CN(C)Cc1ccc(Cl)c(Cl)c1	7	-11
10	C[C@@H]1CN([C@@H](C)CO)C(=O)c2cccc(NS(=O)(=O)c3ccc(Cl)cc3)c2O[C@@H]1CN(C)Cc1ccc2c(c1)OCO2	6	9
11	C[C@@H]1CN([C@@H](C)CO)C(=O)c2cc(NC(=O)CCN3CCOCC3)ccc2O[C@H]1CN(C)C(=O)Nc1ccc(F)cc1	-21	3
23	C[C@H]1CN([C@@H](C)CO)C(=O)c2cc(NC(=O)Nc3ccc(C(F)(F)F)cc3)ccc2O[C@@H]1CN(C)C(=O)Nc1ccc(C(F)(F)F)cc1	6	-23
25	COc1ccc(CN(C)C[C@H]2OCCCC[C@@H](C)Oc3ccc(NC(=O)CCC(F)(F)F)cc3C(=O)N([C@H](C)CO)C[C@@H]2C)cc1	-8	-3

# Back to the main list, repeating the 2 entries before the break.
no.	compound	T cruzi intra	INS-1E rescue
24	C[C@@H]1CN([C@H](C)CO)C(=O)c2cccc(NC(=O)Nc3ccc4c(c3)OCO4)c2O[C@H]1CN(C)Cc1ccc(C(=O)Nc2ccccc2N)cc1	77*	10
25	COc1ccc(CN(C)C[C@H]2OCCCC[C@@H](C)Oc3ccc(NC(=O)CCC(F)(F)F)cc3C(=O)N([C@H](C)CO)C[C@@H]2C)cc1	-8	-3
26	C[C@@H]1CCCCO[C@H](CN(C)C(=O)C2CCCCC2)[C@@H](C)CN([C@H](C)CO)C(=O)c2cc(NC(=O)Nc3ccc(C(F)(F)F)cc3)ccc2O1	61*	-21
27	C[C@@H]1CN([C@H](C)CO)C(=O)c2cc(NC(=O)Cc3cn(C)c4ccccc34)ccc2O[C@H]1CN(C)C(=O)Nc1ccc2c(c1)OCO2	-7	5
28	C[C@@H]1CCCCO[C@@H](CN(C)C(=O)c2ccccc2)[C@@H](C)CN([C@H](C)CO)C(=O)c2cc(NC(=O)c3ccccc3)ccc2O1	-17	-11
29	C[C@@H]1CN([C@H](C)CO)C(=O)c2cccc(NS(C)(=O)=O)c2O[C@H]1CN(C)Cc1ccc(C(F)(F)F)cc1	-10	4
30	Cc1ccc(S(=O)(=O)N(C)C[C@@H]2Oc3ccc(NC(=O)CCCN(C)C)cc3C(=O)N([C@H](C)CO)C[C@@H]2C)cc1	-115	3
31	O=C(NO)c1ccc(C(=O)N/N=C/c2ccc(O)c(F)c2)cc1	-8	9
32	COc1ccc(NC(=O)Nc2cccc3c2O[C@H](CN(C)Cc2ccc(C(=O)O)cc2)[C@H](C)CN([C@@H](C)CO)C3=O)cc1	-14	2
33	CC(C)NC(=O)Nc1ccc2c(c1)CC(=O)N([C@@H](C)CO)C[C@@H](C)[C@@H](CN(C)C(=O)NC(C)C)O2	-29	5
34	Cc1ccc(S(=O)(=O)N(C)C[C@@H]2Oc3c(NS(=O)(=O)c4ccccc4)cccc3C(=O)N([C@@H](C)CO)C[C@H]2C)cc1	16	4
35	C[C@@H]1CN([C@@H](C)CO)C(=O)Cc2cc(NC(=O)C3CC3)ccc2O[C@@H]1CN(C)S(=O)(=O)c1cccs1	-13	-2
36	C[C@H]1CN([C@@H](C)CO)C(=O)Cc2cc(NC(=O)CCCCCC(=O)Nc3ccccc3N)ccc2O[C@@H]1CN(C)Cc1ccc2c(c1)OCO2	45	-8
37	Cc1noc(C)c1NC(=O)N(C)C[C@H]1Oc2ccc(NS(=O)(=O)c3c(C)noc3C)cc2C(=O)N([C@@H](C)CO)C[C@H]1C	-21	0
38	CNC[C@@H]1Oc2ccc(NS(=O)(=O)c3ccc(OC)cc3)cc2C(=O)N([C@H](C)CO)C[C@H]1C	-4	-8
39	C[C@@H]1CN([C@H](C)CO)C(=O)c2cc(NC(=O)CCCCCC(=O)Nc3ccccc3N)ccc2O[C@@H]1CN(C)Cc1ccc(C(F)(F)F)cc1	33	1
40	C[C@H](CO)N1C[C@H](C)[C@@H](CN(C)CC2CCCCC2)Oc2ccc(NS(=O)(=O)c3cn(C)cn3)cc2C1=O	-3	/
41	C[C@@H]1CN([C@@H](C)CO)C(=O)c2cccc(NC(=O)C3CCOCC3)c2O[C@H]1CN(C)CC1CCCCC1	19	-3
42	Cc1cc(C(=O)Nc2cccc3c2O[C@@H](CN(C)S(=O)(=O)c2ccc(F)cc2)[C@@H](C)CN([C@H](C)CO)C3=O)n(C)n1	32	8
43	C[C@@H]1CN([C@H](C)CO)C(=O)Cc2cc(NC(=O)Cn3cnnn3)ccc2O[C@@H]1CN(C)Cc1ccc(Oc2ccccc2)cc1	-9	-2
44	C[C@@H]1CN([C@H](C)CO)C(=O)c2cc(NC(=O)Cc3ccccc3)ccc2O[C@H]1CN(C)S(=O)(=O)c1ccccc1	2	/
45	COc1ccc(NC(=O)Nc2ccc3c(c2)CC(=O)N([C@@H](C)CO)C[C@H](C)[C@@H](CN(C)Cc2ccc(Cl)c(Cl)c2)O3)cc1	8	-16
46	Cc1ccc(S(=O)(=O)N(C)C[C@H]2Oc3ccc(NS(C)(=O)=O)cc3CC(=O)N([C@@H](C)CO)C[C@H]2C)cc1	5	6
47	Cc1ccc(S(=O)(=O)N(C)C[C@@H]2Oc3c(NC(=O)Nc4ccc(F)cc4)cccc3C(=O)N([C@H](C)CO)C[C@H]2C)cc1	-12	41
48	CC(C)NC(=O)Nc1ccc2c(c1)CC(=O)N([C@H](C)CO)C[C@H](C)[C@H](CN(C)C(=O)NC(C)C)O2	-6	1
49	C[C@@H]1CN([C@H](C)CO)C(=O)Cc2cc(NC(=O)CCC(F)(F)F)ccc2O[C@@H]1CN(C)S(=O)(=O)c1ccc(Cl)cc1	-8	6
50	C[C@H]1CN([C@@H](C)CO)C(=O)Cc2cc(NC(=O)Cc3cn(C)c4ccccc34)ccc2O[C@H]1CN(C)Cc1ccc(C(=O)O)cc1	-9	17
51	Cc1noc(C)c1S(=O)(=O)Nc1ccc2c(c1)CC(=O)N([C@H](C)CO)C[C@@H](C)[C@H](CN(C)C(=O)NC1CCCCC1)O2	-32	22
52	C[C@@H]1CN([C@@H](C)CO)C(=O)c2cc(NC(=O)C3CCCCC3)ccc2O[C@H]1CN(C)C(=O)Nc1ccc2c(c1)OCO2	-9	8
53	C[C@@H]1CN([C@H](C)CO)C(=O)c2cc(NC(=O)Cn3cnnn3)ccc2O[C@@H]1CN(C)Cc1ccc(Cl)c(Cl)c1	-16	5
54	C[C@H]1CN([C@@H](C)CO)C(=O)c2cccc(NC(=O)CCCCCC(=O)Nc3ccccc3N)c2O[C@@H]1CN(C)S(=O)(=O)c1ccccc1	22	-6
55	C[C@@H]1CN([C@H](C)CO)C(=O)Cc2cc(NC(=O)Nc3ccc4c(c3)OCO4)ccc2O[C@@H]1CN(C)Cc1ccccc1	37	6
56	C[C@@H]1CCCCO[C@H](CN(C)Cc2ccc(C(=O)O)cc2)[C@@H](C)CN([C@H](C)CO)C(=O)c2cc(NS(=O)(=O)c3ccc(F)cc3)ccc2O1	-44	-3
57	COc1ccc(S(=O)(=O)N(C)C[C@@H]2Oc3ccc(NC(=O)Cc4ccccc4)cc3C(=O)N([C@@H](C)CO)C[C@H]2C)cc1	14	-7
58	C[C@@H]1CN([C@H](C)CO)C(=O)c2cccc(NC(=O)Nc3ccc(F)cc3)c2O[C@H]1CN(C)C(=O)Nc1ccccc1	-21	5
59	COc1ccc(NC(=O)Nc2ccc3c(c2)CC(=O)N([C@@H](C)CO)C[C@H](C)[C@@H](CN(C)S(=O)(=O)c2ccc(C)cc2)O3)cc1	/	10
60	Cc1noc(C)c1S(=O)(=O)Nc1ccc2c(c1)C(=O)N([C@H](C)CO)C[C@@H](C)[C@@H](CN(C)Cc1ccccc1)O2	5	-6
61	COc1ccc(S(=O)(=O)N(C)C[C@H]2Oc3ccc(NC(=O)C4CC4)cc3C(=O)N([C@@H](C)CO)C[C@@H]2C)cc1	9	/
62	COc1ccc(S(=O)(=O)Nc2cccc3c2O[C@H](CN(C)C(=O)Nc2cccc4ccccc24)[C@@H](C)CN([C@H](C)CO)C3=O)cc1	23	6
63	C[C@H]1CN([C@@H](C)CO)C(=O)c2cc(NC(=O)CCCN(C)C)ccc2O[C@H]1CN(C)S(C)(=O)=O	-11	11
64	C[C@@H]1CN([C@H](C)CO)C(=O)c2cc(NC(=O)CCC(F)(F)F)ccc2O[C@H]1CN(C)C(=O)Nc1ccc(F)cc1	-1	3
65	C[C@@H]1CN([C@@H](C)CO)C(=O)c2cccc(NS(=O)(=O)c3cccs3)c2O[C@@H]1CN(C)S(=O)(=O)c1cccs1	11	2
66	C[C@@H]1CN([C@@H](C)CO)C(=O)c2cccc(NS(=O)(=O)c3cn(C)cn3)c2O[C@H]1CN(C)CC1CC1	-15	7
67	C[C@@H]1CN([C@H](C)CO)C(=O)c2cc(NC(=O)CCN3CCOCC3)ccc2O[C@@H]1CN(C)C	-1	1
68	COc1ccc(S(=O)(=O)N(C)C[C@@H]2Oc3ccc(NC(=O)CCCCCC(=O)Nc4ccccc4N)cc3C(=O)N([C@H](C)CO)C[C@H]2C)cc1	-10	-4
69	Cc1ccc(S(=O)(=O)N(C)C[C@@H]2Oc3c(NC(=O)Nc4ccc(C(F)(F)F)cc4)cccc3C(=O)N([C@H](C)CO)C[C@H]2C)cc1	36	-37
70	C#CCOc1ccc(/C=N/NC(=O)c2ccccc2O)cc1	-20	-30
